SRC2 inh: human SRC2 (NCOA2) inhibition | inhibition, % at 9 µM | Q15596 | hit rate 0.17% among 370,000 | HEK293 GAL4-SRC2 luciferase reporter, luminescence;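 active means inhibition above the mean inhibition of all tested compounds plus 3 SD, set per campaign, cut at about 52% in these data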;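 further: 0% = DMSO treated cells and 100% = cells given Gossypol at 36 µM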
Target sequence (Q15596 whole entry, looked up, the tested form may be a part): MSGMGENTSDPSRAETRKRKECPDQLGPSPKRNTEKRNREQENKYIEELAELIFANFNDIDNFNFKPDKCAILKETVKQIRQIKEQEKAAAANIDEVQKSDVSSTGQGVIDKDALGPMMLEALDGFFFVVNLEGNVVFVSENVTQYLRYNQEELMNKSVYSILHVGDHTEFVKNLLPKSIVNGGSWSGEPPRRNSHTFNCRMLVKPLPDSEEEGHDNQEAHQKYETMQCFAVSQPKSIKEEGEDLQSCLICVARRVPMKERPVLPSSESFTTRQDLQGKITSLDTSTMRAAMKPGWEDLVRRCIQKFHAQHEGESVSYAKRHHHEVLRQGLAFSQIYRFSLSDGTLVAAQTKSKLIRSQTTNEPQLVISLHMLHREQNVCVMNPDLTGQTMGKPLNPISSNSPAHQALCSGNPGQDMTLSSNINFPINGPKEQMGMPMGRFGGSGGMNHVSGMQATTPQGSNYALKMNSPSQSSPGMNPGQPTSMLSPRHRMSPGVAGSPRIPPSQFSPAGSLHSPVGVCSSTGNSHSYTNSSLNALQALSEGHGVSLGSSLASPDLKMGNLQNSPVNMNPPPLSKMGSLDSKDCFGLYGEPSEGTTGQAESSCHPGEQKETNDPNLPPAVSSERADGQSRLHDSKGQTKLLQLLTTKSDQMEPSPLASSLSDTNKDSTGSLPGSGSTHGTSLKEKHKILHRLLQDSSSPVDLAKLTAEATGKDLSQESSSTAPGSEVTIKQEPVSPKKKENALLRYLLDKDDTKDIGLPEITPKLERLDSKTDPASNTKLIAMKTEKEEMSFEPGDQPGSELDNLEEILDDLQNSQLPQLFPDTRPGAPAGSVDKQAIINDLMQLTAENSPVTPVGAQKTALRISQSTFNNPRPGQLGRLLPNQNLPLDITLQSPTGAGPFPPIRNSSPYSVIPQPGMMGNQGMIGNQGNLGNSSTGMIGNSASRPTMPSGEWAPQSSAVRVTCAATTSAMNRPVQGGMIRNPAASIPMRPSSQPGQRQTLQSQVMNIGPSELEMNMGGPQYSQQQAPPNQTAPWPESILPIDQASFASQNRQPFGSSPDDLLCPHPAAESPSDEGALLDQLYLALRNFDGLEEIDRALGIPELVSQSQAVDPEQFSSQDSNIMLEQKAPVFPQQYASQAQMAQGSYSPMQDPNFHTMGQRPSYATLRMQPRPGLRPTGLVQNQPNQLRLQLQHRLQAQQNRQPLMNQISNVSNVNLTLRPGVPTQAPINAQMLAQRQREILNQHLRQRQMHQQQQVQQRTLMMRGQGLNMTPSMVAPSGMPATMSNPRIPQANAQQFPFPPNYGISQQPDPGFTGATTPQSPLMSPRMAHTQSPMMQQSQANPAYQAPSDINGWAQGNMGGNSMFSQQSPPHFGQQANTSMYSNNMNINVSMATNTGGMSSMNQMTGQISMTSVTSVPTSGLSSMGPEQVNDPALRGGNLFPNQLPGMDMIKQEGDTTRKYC
Numbers without * were called inactive; & = joins results of further samples.

SRC2 inh,Molecule
10,COC(=O)c1cc2c(c3c4cc(OC)ccc4n(C(=O)c4ccccc4)c13)C(=O)N(Cc1ccco1)C2
-22,COC(=O)[C@]1(C#N)CC(=O)N(C(C)C)[C@@H]1c1ccccc1
-6,CC[C@H]1C=C[C@@H](C(=O)NS(=O)(=O)c2ccc(C)cc2)N(C(C)=O)C1
13,O=C(C(=O)N1CCC(CNC(=O)c2sc3ccccc3c2Cl)CC1)c1cccs1
-10,COc1cccc(C(=O)N(CCN2CCOCC2)Cc2ccc(OC)c(OC)c2)c1
1,Cc1cc(Nc2cc(C(F)(F)F)cc(C(F)(F)F)c2)cc(=O)n1-c1cc(C(F)(F)F)cc(C(F)(F)F)c1
-13,COc1ccc(N2C(=O)c3[nH]nc(-c4ccccc4)c3C2c2ccc(F)cc2)cc1 (centres undefined)
10,N#CCC(=O)N/N=C/c1cc(-c2ccccc2)n(-c2ccc(Cl)cc2)c1-c1ccccc1
-7&-3,O=C1N(CCCO)CCC12CCC(c1ccccc1)CC2 (centres undefined)
3,Nc1c(C(=O)N2CCOCC2)cnn1Cc1ccccc1
-12,COc1ccc(N2C[C@@]3(O)CC[C@@H](O)[C@@H](OC)[C@@H]3[C@@]2(C)[C@H](O)CC=C(C)C)cc1
-8,CN=C1S/C(=C\c2cccc(Cl)c2Cl)C(=O)N1C
-22,CN(N=Cc1ccc(N(C)C)cc1)C(=O)c1ccccc1N
27,O=C(/C(=C/c1ccncc1)n1ccnc1)c1ccc(Cl)cc1Cl
-1,CC1(C)CC(=O)C=C(c2ccccc2F)C1=O
-15,CCC(CO)Nc1cccc2c1S(=O)(=O)N(Cc1cn(Cc3ccc(Cl)cc3)nn1)Cc1ccccc1O2 (centres undefined)
-9,CC(C)[C@H](NC(=O)C1CCCC1)C(=O)N1CCC[C@H]1C(=O)NCc1ccccc1
-15,Cc1cc(NS(=O)(=O)C2CCN(C(=O)Cc3ccc(Cl)c(Cl)c3)CC2)no1
3,CCOC(=O)c1ccccc1NC(=O)c1c(N)n(C)c(=O)[nH]c1=O
0,CC(c1ccccc1)n1cc(C(=O)N2CCCN(Cc3ccccc3)CC2)nn1 (centres undefined)
4,COC(=O)C[C@@H]1CC[C@H]2[C@H](COc3ccc(NC(=O)c4cccc(C(F)(F)F)c4)cc3C(=O)N2C)O1
-7,NC(=O)c1c(N)[nH]c(C(=O)c2ccccc2)c1-c1ccccc1Cl
0,COc1ccc2nc(-c3ccc(CN4CCC(c5nc6ccccc6[nH]5)CC4)cc3)c(-c3ccccc3)nc2c1
0,CN1CC=C(c2ccc(C(F)(F)F)cc2)N(c2ccc(Br)cc2)C1=O
-9,O=C(Nc1ccccc1)OCCN1C(=O)CCC12CCC(c1ccccc1)CC2 (centres undefined)
10,COC(=O)c1cc(-c2cccc(OCc3ccccc3)c2)c(=O)n2c1CCC2
-14,Cc1nc2sc(C(=O)NC3CC3)c(N)c2c(C)c1Cl
-6,COc1cc(OC)c2c(O)c3c(=O)cc(C)oc3c(-c3c(OC)cc4cc5c(c(O)c4c3O)C(=O)CC(C)(O)O5)c2c1 (centres undefined)
-44,O=C(CSc1nnc(-c2cccs2)o1)Nc1cc(Cl)cc(Cl)c1
-20,COc1cccc(C(=O)n2ccc3ccc(-c4ccc5ccn(C(=O)c6cccc(OC)c6)c5c4)cc32)c1

The listing continues.
SRC2 inh,Molecule
-2,C[C@@H]1CCN(C2CC2)S(=O)(=O)c2c(cccc2N2CC[C@@H](O)C2)O1
6,CSc1ccc(C=Nn2c(-c3cc(C)[nH]n3)n[nH]c2=S)cc1
-1,C/C(=N\Nc1ccc(S(=O)(=O)Nc2ccccc2)cc1[N+](=O)[O-])c1ccncc1
-6,COC(=O)[C@]12C[C@H](CC(=O)NCCCN3CCCC3=O)C(=O)N(Cc3ccccc3)C1=C[C@H](COCc1ccccc1)O[C@@H]2C
-22,CC(C)(C)c1ccc(S(=O)(=O)N2CCCC(C(=O)NCc3cccs3)C2)cc1 (centres undefined)
-43,COc1ccc(Nc2nc(-c3cccs3)cs2)cc1
-29,O=C(CCCCCN1C(=O)C2C3C=CC(C3)C2C1=O)Nc1ccccn1 (centres undefined)
9,Cc1ccccc1S(=O)(=O)N1CCC(c2nc3ccccc3o2)CC1
-14,CCOc1ccc2ncc(S(=O)(=O)c3ccccc3)c(N3CCC4(CC3)OCCO4)c2c1
0,Cc1ccc(NC(=O)OC2CC3CC2[C@H]2CCCCN2C3)cc1C (some centres undefined)
2,COC(=O)[C@]12CCCCC=C1N(Cc1ccc(OC)cc1)C(=O)[C@@H]2CC(=O)NCCCCc1ccccc1
-13,CCCCCCCCN1CN2Cc3ccc(C)cc3C2CS1(=O)=O (centres undefined)
-47,O=S1(=O)c2c(cccc2N2CC[C@@H](O)C2)OCCCN1C1CC1
7,CCCCOCCCNC(=O)C[C@H]1C[C@@]2(C(=O)OC)C(=C[C@H](C(C)C)O[C@@H]2C2CC2)N(Cc2ccc3c(c2)OCO3)C1=O
-27,C[C@H]1C(C(=O)N(C)C2CCCCC2)=Cc2c(n(-c3ccc(F)cc3)c(=O)n2CCCOc2ccccc2)C=C1c1ccccc1
0,COc1ccc(CCNC(=O)CSc2nc3c([nH]2)c(=O)n(C)c(=O)n3C)cc1
-30,O=C(NNC(=O)c1ccccc1C(=O)O)c1ccc(-c2ccccc2)cc1
-53,CCN(CC)C(=O)CSc1nnc(-c2cccs2)o1
-26,COC(=O)C1=C(C)N(Cc2ccc(C(F)(F)F)cc2)C(=NCc2ccccc2)NC1c1cccc(F)c1 (centres undefined)
0,C[C@@H]1COc2cc(N3CCCCC3)ccc2S(=O)(=O)N1
5,CC(C)(C)OC(=O)NCc1cc(F)ccc1/C=C/S(=O)(=O)NCCc1ccccc1
20,CC(C)CNc1cccc2c1S(=O)(=O)N(Cc1cn(Cc3cccc(C(F)(F)F)c3)nn1)Cc1ccccc1O2
-5,CC(NCc1ccco1)C(=O)N1CCCCC1 (centres undefined)
17,C[C@@H]1ON(C)[C@H]2C[C@H]3c4[nH]c5c(-c6ccccc6F)cccc5c4CCN3C[C@@H]12
-20,C=CCn1c(COc2ccccc2)nnc1SCC(=O)Nc1ccc(S(=O)(=O)Nc2cc(C)nc(C)n2)cc1
-14,CN(C)c1ccc(C(=O)NCCc2ccccc2-c2ccccc2CCC(=O)NCc2ccccc2)cc1
-13,CC1CCN(CCCNS(=O)(=O)c2cc3c(cc2Br)CCN3C(=O)C2CC2)CC1
10,FC(F)(F)c1ccc(C2[C@H]3CN(Cc4ccc(-c5ccccc5)cc4)[C@H](c4ccccc4)C34CC2(c2cccnc2)C4)cc1 (some centres undefined)
1,C[C@@H]1CN(c2ccc(N3CCNC[C@H]3C)cc2C#N)C[C@H](C)O1
24,CCOc1ccc(C(C)=O)cc1Cc1c(O)nc(N)[nH]c1=O

Next part:
SRC2 inh,Molecule
3,COc1cccc(NC(=O)n2ccc3ccc(-c4ccc5ccn(C(=O)Nc6cccc(OC)c6)c5c4)cc32)c1
-10,CC(=O)C1=C(C)N(Cc2ccc(F)cc2)C(=S)NC1c1ccc(Cl)cc1 (centres undefined)
-5,CN(C)CC(=O)N[C@@H]1C[C@@H]2O[C@@H](CO)CC[C@@H]2O[C@@H]1CCc1ccc(C2=CCCCC2)cc1
28,Nc1ccc(F)c(CN2CCN(c3ncc(Cc4ccccc4)cn3)CC2)c1
-19,COC(=O)[C@]12C[C@H](CC(=O)N3CCC(c4ccccc4)CC3)C(=O)N(Cc3ccc4c(c3)OCO4)C1=C[C@H](COCc1ccccc1)O[C@@H]2C
-25,O=Cc1cscc1[B-](F)(F)F
-13,N#Cc1cc([N+](=O)[O-])ccc1NC(=O)COC(=O)CCC1CCCCC1
7,C=CCCC(=O)N1CCC(C(=O)NCC2COc3ccccc3O2)CC1 (centres undefined)
-17,O=C(CCS(=O)(=O)c1cc2c(cc1Br)CCN2C(=O)C1CC1)N1CCN(c2ccccn2)CC1
-10,CN(C)CC(=O)N[C@H]1C[C@@H]2O[C@@H](CO)CC[C@@H]2O[C@@H]1CCc1ccc(-c2ccc(F)cc2)cc1
-16,CCOC(=O)C1=NOC(C(=O)NC2CCCC2)(C(=O)c2ccc(OC)cc2)C1 (centres undefined)
24,O=C(CSc1nnc(-c2cccnc2)n1-c1ccccc1)Nc1cccc2ccccc12
-40,CN1C2CCCC1CC(NC(=O)c1nn(C)c3ccccc13)C2 (centres undefined)
-10,CCCCN1CN2CCc3ccccc3C2CS1(=O)=O (centres undefined)
-10,CCCC(C)C(=O)NC1CCCCN(C)C1=O (centres undefined)
12,CCCCCCCCN1C(=O)[C@@H](CC(=O)N2CCC(c3ccccc3)CC2)C[C@@]2(C(=O)OC)C1=C[C@H](C(C)C)O[C@@H]2C1CC1
-4,COC(=O)C(Cc1ccccc1)NC(=O)C(N)CC(=O)O (centres undefined)
-26,CC(C)(C)OC(=O)N[C@@H]1C=CC(=O)C1
1,O=C1C[C@@H](c2ccccc2)N=C2N(Cc3ccc4c(c3)OCO4)C/C(=C/c3ccccc3)N12
-43,O=C(/C=C(\Nc1ccc(F)cc1)c1ccccc1)c1ccccc1
-2,CCOC(=O)[C@]12CCCC=C1N(Cc1ccc(OC)cc1)C(=O)[C@@H]2CC(=O)NCCCOC
-2,Cc1cc(O)cc(=O)n1-c1cc(F)c(F)c(F)c1
-21,CC(CCN1CCC(C(O)(c2ccccc2)c2ccccc2)CC1)Oc1ccc(Cl)cc1 (centres undefined)
7,COC(=O)[C@]12C[C@H](CC(=O)NCc3ccc(C)o3)C(=O)N(Cc3ccco3)C1=C[C@H](C1CCCC1)O[C@@H]2C
-45,COc1ccc(-c2noc(C3CCCN(C(=O)N[C@@H]4C[C@H]4c4ccccc4)C3)n2)cc1 (some centres undefined)
-4,CN(C(=O)[C@H]1O[C@@H](n2cnc(C(N)=O)n2)[C@H](O)[C@@H]1O)c1ccccc1
-3,CCCCc1c(-c2ccccc2OC)ncn1Cc1cccc(F)c1
-16,CCOC(=O)N1CCN(C(=S)NC(=O)c2ccc(F)cc2)CC1
-38,COC(=O)[C@]12C[C@H](CC(=O)NCCC(C)C)C(=O)N(Cc3ccc4c(c3)OCO4)C1=C[C@H](C(C)C)O[C@@H]2C1CC1
-22,NC(=S)Nc1nc2ccccc2[nH]c1=O

Part of the list above in order of molar mass, ascending.
SRC2 inh,Molecule
-3,CCCCc1c(-c2ccccc2OC)ncn1Cc1cccc(F)c1
-10,CC(=O)C1=C(C)N(Cc2ccc(F)cc2)C(=S)NC1c1ccc(Cl)cc1 (centres undefined)
-21,CC(CCN1CCC(C(O)(c2ccccc2)c2ccccc2)CC1)Oc1ccc(Cl)cc1 (centres undefined)
-2,CCOC(=O)[C@]12CCCC=C1N(Cc1ccc(OC)cc1)C(=O)[C@@H]2CC(=O)NCCCOC
3,COc1cccc(NC(=O)n2ccc3ccc(-c4ccc5ccn(C(=O)Nc6cccc(OC)c6)c5c4)cc32)c1

Further results.
SRC2 inh,Molecule
12,COC(=O)[C@]12C[C@H](CC(=O)N3CCN(C(=O)c4ccco4)CC3)C(=O)N(Cc3cccc4ccccc34)C1=C[C@H](C1CCCC1)O[C@@H]2C
-21,CCC/C=C(\CCC)C(NS(=O)(=O)c1cccc2cccnc12)c1ccc(C(=O)OC)cc1 (centres undefined)
2,CC(C)CNC(=O)OCc1cn(Cc2ccccc2Cl)nn1
-5,Clc1ccc([C@H]2OC[C@@]3(CNCc4ccccn4)CS[C@H](c4ccc(Cl)cc4)N23)cc1
-8,COC(=O)C1=C(C)N(C)C(=NCC2CC2)NC1CCc1ccccc1 (centres undefined)
-10,COc1ccc(C(=O)C(=O)N2CCN(C(=O)c3ccccc3C(F)(F)F)CC2)cc1OC
-7,CCNC(=O)N1CCN(c2ccc(N3CCN(C(=O)NCC)[C@H](C)C3)c(C)c2)[C@@H](C)C1
8,CCOC(=O)[C@]12CCCC=C1N(Cc1ccc(OC)cc1)C(=O)[C@@H]2CC(=O)N1CCOCC1
-2,O=C(OCCN1CCN(C2CN(Cc3cn(Cc4ccccc4F)nn3)S(=O)(=O)C2)CC1)c1cc2ccccc2o1 (centres undefined)
-10,N#CCC[C@H]1CC[C@]2(CCCN(Cc3cccc4ccccc34)C2)O1
-32,CCS(=O)(=O)Nc1cccc(-c2ccc3nnc(C)n3n2)c1
9,CCn1cc(CCC(=O)Nc2ccc(Oc3cccnc3)cc2)c2ccccc21
-13,COC(=O)[C@]12CCCCC=C1N(Cc1ccc(OC)cc1)C(=O)[C@@H]2CC(=O)NCCCN1CCCC1=O
-5,Fc1ccc(C2=Nn3c(nnc3C3CCCCC3)SC2)cc1
-2,CCn1c2ccc(Cl)cc2c2nc3ccccc3nc21
16,O=C(C1CCCN1S(=O)(=O)c1cccs1)N1CCc2ccccc2C1 (centres undefined)
23,O=C1N(c2ccccc2)CC2CC(c3ccccc3)N3CCCC123 (centres undefined)
-23,C=CCNC(=S)N1C[C@H]2CON(C)[C@H]2C[C@H]1c1ccccc1Br
17,COc1ccc(Cn2cc(CN3[C@@H](CC(C)C)COc4ccc(Cl)cc4S3(=O)=O)nn2)cc1
-7,CCCCOCCCNC(=O)C[C@H]1C[C@@]2(C(=O)OC)C(=C[C@H](COCc3ccccc3)O[C@@H]2C)N(Cc2ccc3c(c2)OCO3)C1=O
-6,O=C(c1ccncc1)N1CC[C@H]2[C@H](CCCN2Cc2ccc(F)cc2)C1
9,COC(=O)[C@H](C(C)C)N(CCCc1cn(Cc2ccccc2)nn1)S(=O)(=O)c1ccc(F)cc1Br
6,O=C(CCc1ccccc1)N[C@H]1[C@H](OCc2ccccc2)CCC[C@@]12C(=O)N(Cc1ccccc1)c1ccccc12

An excerpt of these results, as a markdown table:
| molecule | SRC2 inh |
| --- | --- |
| CCOC(=O)[C@]12CCCC=C1N(Cc1ccc(OC)cc1)C(=O)[C@@H]2CC(=O)N1CCOCC1 | 8 |
| O=C(OCCN1CCN(C2CN(Cc3cn(Cc4ccccc4F)nn3)S(=O)(=O)C2)CC1)c1cc2ccccc2o1 (centres undefined) | -2 |
| N#CCC[C@H]1CC[C@]2(CCCN(Cc3cccc4ccccc34)C2)O1 | -10 |
| CCS(=O)(=O)Nc1cccc(-c2ccc3nnc(C)n3n2)c1 | -32 |
| CCn1cc(CCC(=O)Nc2ccc(Oc3cccnc3)cc2)c2ccccc21 | 9 |

Screening results from PubChem.

Only part of the results is shown; rates above refer to the full screens.
